# Source: PubChem (Sanford-Burnham Center for Chemical Genomics)
# MT1-MMP txn act: MT1-MMP promoter transcription activation | HT1080 MT1-MMP promoter luciferase reporter, luminescence, overnight; hits give high values | activation factor at 10 µM | 0.16% of 86,000 active | AID 750;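 active = activation factor of at least 2 for MT1-MMP transcription at 10 µM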
# CYP2C19 inh: blocks human cytochrome P450 2C19 | 21% of 96,000 active | inhibition, % at 5 µM | P33261 | CYP2C19 Supersomes, luciferin-H EGE luminescence, 30 min | AID 778;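 active = CYP2C19 inhibition above a set limit at 5 µM in the primary screen, cut at about 50% in these data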;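 also: plate controls were negative control wells for no effect and 2.5 mM tranylcypromine positive control for full effect; values of inactives mirror those of a sister screen read the other way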
# PLAP activator: activators of human placental alkaline phosphatase; P05187; purified PLAP enzyme, luminescent substrate read-out; hits give high values; activation fold at 20 µM; 1.2% of 96,000 active; in the data active = activation fold above about 2
# CYP2C19 activ: activators of human cytochrome P450 2C19; activation factor at 5 µM; AID 1025; P33261; 96,000 tested, under 10 active; recombinant CYP2C19, luciferin-H EGE luminescence; hits give high values; 0 = fully inhibited enzyme, 1 = untreated enzyme;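 active = activation factor of at least 2 at 5 µM in the primary screen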;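 also: 0 = wells with 2.5 mM tranylcypromine and 1 = vehicle-only wells; values of inactives mirror those of a sister screen read the other way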
# Mac1 fbg inh: blocks human CD11b/CD18 adhesion to fibrinogen; K562 CD11b/CD18 adhesion to fibrinogen, ATPlite luminescence; Mn2+ added to activate the integrin; inhibition, % at 10 µM; 0.54% of 93,000 active; AID 1497;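 active = primary inhibition of 50% or more at 10 µM, then 40% or more on retest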; also: some results filed as inactive read as strong as hits
# CD11b adhes enh: increases human CD11b/CD18 adhesion to fibrinogen; AID 1499; 0.07% of 93,000 active; K562 CD11b/CD18 adhesion to fibrinogen, ATPlite luminescence; P05107+P11215; activation, % at 10 µM;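 active = 10 µM primary screen giving 50% or more activity, confirmed by 40% or more on retest at that dose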; also: strong numbers were not always called active; reference of the scale not given here
# CYP2C9 inhib: blocks human cytochrome P450 2C9; CYP2C9 Supersomes, luciferin-H conversion, luminescence; inhibition, % at 5 µM; 20% of 96,000 active; AID 777;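 active = blocking of liver enzyme CYP2C9 beyond about 50% at 5 µM, limit read from the data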; also: values of inactives mirror those of a sister screen read the other way
# Pyk2 oligo antag: antagonists of human Pyk2 oligomerization | Q14289 | Q293 cells, Pyk2 FERM NanoBiT luminescence; hits give low values | z-score (the deposit names both 25 µM and 10 µM) | 0.83% of 99,000 active | AID 1347419;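 active = Z-score of -3 or lower, scaled per plate to the spread of control and sample wells; inactive = z-score above -3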;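 also: negative z-score means lost luminescence so less FERM oligomerization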
# Target sequence (Q14289 whole entry, looked up): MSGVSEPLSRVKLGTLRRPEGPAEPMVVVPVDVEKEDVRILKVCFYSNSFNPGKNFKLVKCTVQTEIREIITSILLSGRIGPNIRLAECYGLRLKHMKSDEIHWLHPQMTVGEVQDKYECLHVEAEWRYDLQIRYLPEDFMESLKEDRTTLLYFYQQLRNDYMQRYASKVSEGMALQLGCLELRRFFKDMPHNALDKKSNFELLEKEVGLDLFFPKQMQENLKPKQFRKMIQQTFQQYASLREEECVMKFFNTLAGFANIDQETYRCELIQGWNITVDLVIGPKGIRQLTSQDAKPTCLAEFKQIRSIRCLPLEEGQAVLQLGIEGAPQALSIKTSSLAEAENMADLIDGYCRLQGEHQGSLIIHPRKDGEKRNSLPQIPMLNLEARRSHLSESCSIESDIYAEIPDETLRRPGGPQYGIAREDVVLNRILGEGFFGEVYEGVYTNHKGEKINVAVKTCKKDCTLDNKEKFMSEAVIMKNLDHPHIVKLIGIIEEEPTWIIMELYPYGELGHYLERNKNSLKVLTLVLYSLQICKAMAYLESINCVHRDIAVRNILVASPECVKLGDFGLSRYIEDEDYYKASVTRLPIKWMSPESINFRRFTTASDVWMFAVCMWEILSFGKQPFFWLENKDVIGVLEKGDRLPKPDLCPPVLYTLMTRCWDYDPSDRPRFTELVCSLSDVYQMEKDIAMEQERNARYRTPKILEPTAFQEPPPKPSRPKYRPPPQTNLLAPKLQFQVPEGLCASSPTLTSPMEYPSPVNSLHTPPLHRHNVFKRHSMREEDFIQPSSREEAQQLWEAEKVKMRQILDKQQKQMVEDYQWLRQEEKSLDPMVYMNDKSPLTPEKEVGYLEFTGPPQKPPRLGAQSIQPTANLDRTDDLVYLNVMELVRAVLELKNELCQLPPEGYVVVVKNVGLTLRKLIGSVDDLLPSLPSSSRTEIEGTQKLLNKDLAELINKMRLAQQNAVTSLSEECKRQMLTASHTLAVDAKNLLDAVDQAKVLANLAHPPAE
# CYP2C9 act: increases human cytochrome P450 2C9 activity. P11712. recombinant CYP2C9, luciferin-H conversion, luminescence; hits give high values; factor 1 = untreated enzyme, 0 = blocked. activation factor at 5 µM. 1.4% of 96,000 active;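 active = activation factor of 2 or more for CYP2C9 at a 5 µM dose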;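 also: 0 = sulfaphenazole-blocked wells and 1 = vehicle-only wells; values of inactives mirror those of a sister screen read the other way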
# Numbers without * were called inactive; . = not tested or not shown.
MT1-MMP txn act	CYP2C19 inh	PLAP activator	CYP2C19 activ	Mac1 fbg inh	CD11b adhes enh	CYP2C9 inhib	Pyk2 oligo antag	CYP2C9 act	SMILES
1.2	31	0.8	0.7	-14	2	82*	-0.97	0.2	N#Cc1nc(-c2ccco2)oc1NCc1ccc(F)cc1
1.1	7	1.1	0.9	3	-2	18	-0.37	0.8	O=C(O)C1C2C=CC(O2)C1C(=O)NCc1ccccc1Br (centres undefined)
1.1	6	1.1	0.9	-1	2	5	0.87	0.9	CCOC(=O)C(C)n1cnc2sc3c(c2c1=O)CCC3 (centres undefined)
1.3	20	1	0.8	-4	-4	-13	0.06	1.1	Cc1ccc(C)c(CSc2nnc(-c3cccnc3)n2N)c1
1.2	21	1	0.8	-12	-3	22	-0.21	0.8	CS(=O)(=O)N(CC(=O)NCc1ccco1)c1ccccc1Cl
1	33	0.9	0.7	-1	-1	-155	0.02	2.5*	O=S(=O)(c1ccc2ccccc2c1)N1CCCCC1
1.3	0	1.3	1	-1	-5	-4	0.52	1	CCOc1ccc2nc(NCCNC(=O)Nc3cccc(C)c3)c(C#N)cc2c1
1	23	1.2	0.8	-15	2	34	-0.33	0.7	CCOc1ccc(OCC)c(NC(=O)CSc2nc3c(c(=O)n(C)c(=O)n3C)n2CC)c1
.	85*	1.1	0.2	.	.	100*	-1.4	0	CC1Cc2ccccc2N1C(=O)CSc1nnc(-c2ccccc2)c(-c2ccccc2)n1 (centres undefined)
.	8	0.9	0.9	-38	1	8	0.06	0.9	O=C(Nc1ccc(N=Nc2ccccc2)cc1)c1cccc(Cl)c1
1.1	-5	0.8	1	9	-4	3	-0.35	1	O=C(Nn1cnnc1)c1ccccc1-c1ccccc1
0.9	77*	1.4	0.2	-17	-2	3	0.22	1	CCOC(=O)C1CCN(Cc2cccc(OC)c2)CC1
1.2	16	1.7	0.8	8	-3	20	-0.98	0.8	Cc1ccc(CNC(=O)c2oc3ccc(S(=O)(=O)N4CCOCC4)cc3c2C)cc1
1.1	12	0.8	0.9	-31	46	32	-0.57	0.7	Cc1cc2ccccc2n1CCNC(=O)c1ccc(S(=O)(=O)N2CCOCC2)cc1
1.1	51*	1	0.5	-39	-1	10	1.7	0.9	O=C(Nc1ccc(Br)cc1)C1CC=CCC1C(=O)OCC1CCCO1 (centres undefined)
0.9	37	1.4	0.6	-7	29	85*	-1.7	0.2	CC(C)CCNc1nnnc2c1sc1nc(N3CCOCC3)c3c(c12)CC(C)(C)SC3
1.1	-5	1.5	1.1	-6	1	23	0.33	0.8	CCOC(=O)C1CCCN(C(=O)c2sc3nc(C)nc(N4CCOCC4)c3c2C)C1 (centres undefined)
1.2	97*	1.3	0	19	-5	76*	0.15	0.2	CCOc1cc(-c2nc(-c3ccc(C)nc3OC)no2)cc(OCC)c1OCC
1.2	20	0.9	0.8	-10	0	7	0.51	0.9	Cc1ncsc1CCOC(=O)c1cccnc1
.	-9	1	1.1	2	-1	17	-0.15	0.8	O=C1c2cnc3nc(SCc4ccccc4)nn3c2CC2c3ccccc3CCN12 (centres undefined)

# 4 entries out of the list above, arranged by the number in CYP2C19 activ, descending.
mol	CYP2C19 activ
O=C1c2cnc3nc(SCc4ccccc4)nn3c2CC2c3ccccc3CCN12 (centres undefined)	1.1
O=C(O)C1C2C=CC(O2)C1C(=O)NCc1ccccc1Br (centres undefined)	0.9
CS(=O)(=O)N(CC(=O)NCc1ccco1)c1ccccc1Cl	0.8
O=C(Nc1ccc(Br)cc1)C1CC=CCC1C(=O)OCC1CCCO1 (centres undefined)	0.5

# New compounds follow:
MT1-MMP txn act	CYP2C19 inh	PLAP activator	CYP2C19 activ	Mac1 fbg inh	CD11b adhes enh	CYP2C9 inhib	Pyk2 oligo antag	CYP2C9 act	SMILES
1.3	14	1.1	0.9	-22	0	12	.	0.9	CC1CCN(S(=O)(=O)c2ccc(S(=O)(=O)N3CCN4CCCC4C3)cc2)CC1 (centres undefined)
1	28	1.4	0.7	2	-2	45	-0.16	0.6	Cc1ccc(-c2n[nH]c(=S)n2/N=C/C=C\c2ccccc2[N+](=O)[O-])cc1
.	15	0.9	0.8	1	1	24	-0.22	0.8	COc1cnc(-c2ccccn2)nc1Sc1ccc(Cl)cc1
1.1	7	0.8	0.9	-32	-4	32	-0.37	0.7	Cc1ccc(NC(=O)C2CCN(S(=O)(=O)c3cnc[nH]3)CC2)nc1
1.1	-6	1	1.1	-3	0	-5	-0.66	1.1	CCSc1nnc(NC(=O)NCC(F)(F)F)s1
1.1	90*	0.9	0.1	61	-3	-65	-0.58	1.6	CCN(CC)S(=O)(=O)c1cccc(-c2nnc(SCCOc3ccccc3C)o2)c1
.	36	1.1	0.6	.	.	46	-2.2	0.5	Clc1cccc(Cl)c1Cn1c(-c2cccnc2Cl)nc2ccccc21
1.2	32	0.9	0.7	-2	2	13	-0.4	0.9	Cn1c(N)c(C(=O)COC(=O)CCC(=O)c2cccs2)c(=O)n(C)c1=O
.	36	1.3	0.6	-1	0	90*	.	0.1	O=C1c2ccccc2C(Nc2ccc(S(=O)(=O)N3CCCCC3)cc2)N1Cc1ccco1 (centres undefined)
.	22	1	0.8	-3	6	10	-0.3	0.9	CCOc1ccc(S(=O)(=O)NCc2ccco2)cc1
1.6	1	1	1	.	.	8	-2.8	0.9	CC1CCN(S(=O)(=O)c2ccc3c(c2)C(=NO)c2cc(S(=O)(=O)N4CCC(C)CC4)ccc2-3)CC1
1	-12	1	1.1	-24	-2	13	.	0.9	CCCc1nc(SCC(=O)Nc2cc(Cl)ccc2OC)c2c(=O)n(C)c(=O)n(C)c2n1
1.2	-9	0.8	1.1	.	.	-13	0.83	1.1	COCC(=O)N(C)c1nnc(-c2cnccn2)s1
1	1	1	1	.	.	11	-2.5	0.9	CCOC(=O)c1[nH]c(C)c(C(=O)OCC(=O)N2c3ccccc3CC2C)c1C (centres undefined)
.	77*	0.9	0.2	37	-8	2	0.69	1	Cc1cccc(OCCCSc2nc3ccccc3[nH]2)c1
1.1	13	1.1	0.9	3	0	-5	0.34	1	CN(C(=O)C1CCN(S(=O)(=O)c2cccs2)CC1)C1CCCCC1
.	-16	0.8	1.2	0	0	21	0.76	0.8	COC(=O)C(N)Cc1ccc(O)cc1 (centres undefined)
.	10	0.8	0.9	-25	0	14	1.4	0.9	COc1cccc(-n2nnnc2SCC(=O)Nc2ccc3c(c2)OCCO3)c1
1	96*	1.2	0	5	3	8	0.92	0.9	CN(C(=O)c1ccncc1)C1CC(C)(C)N(O)C(C)(C)C1
.	47	0.8	0.5	-6	-2	50	-0.12	0.5	O=C1c2ccccc2C(=O)c2c1cccc2N1CCOCC1

MT1-MMP txn act	CYP2C19 inh	PLAP activator	CYP2C19 activ	Mac1 fbg inh	CD11b adhes enh	CYP2C9 inhib	Pyk2 oligo antag	CYP2C9 act	SMILES
1.4	7	0.9	0.9	-5	5	3	0.39	1	Cn1nnnc1SCC(=O)NC(C)(C)C
.	96*	0.9	0	20	-6	95*	0.12	0.1	S=C(Nc1ccccc1)Nc1cc(Cl)ccc1Oc1ccccc1
1.6	67*	0.8	0.3	-2	0	29	0.01	0.7	CCOc1ccc(C(=O)NCc2cccs2)cc1
1.2	19	1.4	0.8	.	.	-16	-0.57	1.2	CCOCCCN1C(=O)CN(C2CCCCCC2)C(=O)C1c1ccc(OC)cc1 (centres undefined)
1.1	40	1	0.6	-7	-1	9	1.5	0.9	Cn1nc(OCCOc2ccccc2)ccc1=O
1	96*	1.4	0	45	-2	78*	-0.11	0.2	Cc1cc(C(=O)CSc2nnc(-c3ccccc3F)o2)c(C)n1Cc1cccs1
1.2	68*	1.5	0.3	-2	5	96*	-0.88	0	Cc1ccc(N2CC(C(=O)N3CCCc4ccccc43)CC2=O)cc1 (centres undefined)
1.4	20	1.1	0.8	9	-2	18	-0.25	0.8	Cc1ccc(-n2ncc3c(=O)n(CC#N)cnc32)cc1C
1.1	28	0.9	0.7	-3	1	12	-0.24	0.9	CCOc1ccc(Cc2nnc(SCC(=O)c3ccc(OC)cc3)o2)cc1
1.3	43	1.1	0.6	-8	-8	11	-1.3	0.9	CC(C)CC1(C)NC(=O)N(CC(=O)NC(=O)Nc2ccc3c(c2)OCCO3)C1=O (centres undefined)
1.1	24	1.1	0.8	12	-3	-3	-0.22	1	CCN(Cc1ccccc1)C(=O)Cn1cnc2c1c(=O)n(C)c(=O)n2C
1	-6	0.9	1.1	-7	2	18	-0.34	0.8	O=C(O)c1ccc2c(c1)C(c1ccccc1)OC2=O (centres undefined)
.	28	0.9	0.7	-34	-1	-41	0.59	1.4	O=C1c2ccccc2C(=O)N1CCCC(=O)N1CCc2ccccc21
1.1	5	1.4	0.9	-9	66	55*	.	0.5	CC1CCN(C(=O)CSc2nc3c(cnn3-c3ccc(Cl)cc3)c(=O)[nH]2)CC1
1	85*	0.9	0.1	1	-2	-135	-1.3	2.3*	CCCCCCNS(=O)(=O)c1ccc(OC)c(OC)c1
1	6	0.9	0.9	-4	3	9	-0.34	0.9	CCN(CC)C(=O)CSc1nnc(-c2cnccn2)n1-c1ccccc1
1.1	78*	1.4	0.2	-27	4	65*	-0.01	0.3	Cc1cc(C(=O)CSc2nnc(-c3cccnc3)n2-c2ccccc2F)c(C)n1CC1CCCO1 (centres undefined)
0.5	18	1.2	0.8	11	-2	45	-0.71	0.6	C(=C\c1ccccc1)/CSc1nnc(-c2ccccn2)n1Cc1ccco1
1.1	11	1.1	0.9	7	7	4	0.06	1	O=C1c2ccccc2C(=O)N1CC1CCCO1 (centres undefined)
.	97*	1.6	0	36	-5	98*	.	0	CC1Cc2nc(SCC(=O)Nc3nc4ccccc4s3)n(C)c(=O)c2S1 (centres undefined)

# Some of the entries so far, with bars between the fields.
Structure | MT1-MMP txn act | CYP2C19 inh | PLAP activator | CYP2C19 activ | Mac1 fbg inh | CD11b adhes enh | CYP2C9 inhib | Pyk2 oligo antag | CYP2C9 act
CCOc1ccc(Cc2nnc(SCC(=O)c3ccc(OC)cc3)o2)cc1 | 1.1 | 28 | 0.9 | 0.7 | -3 | 1 | 12 | -0.24 | 0.9
CC(C)CC1(C)NC(=O)N(CC(=O)NC(=O)Nc2ccc3c(c2)OCCO3)C1=O (centres undefined) | 1.3 | 43 | 1.1 | 0.6 | -8 | -8 | 11 | -1.3 | 0.9
CCN(Cc1ccccc1)C(=O)Cn1cnc2c1c(=O)n(C)c(=O)n2C | 1.1 | 24 | 1.1 | 0.8 | 12 | -3 | -3 | -0.22 | 1

# Fetched by structure from above (2):
MT1-MMP txn act	CYP2C19 inh	PLAP activator	CYP2C19 activ	Mac1 fbg inh	CD11b adhes enh	CYP2C9 inhib	Pyk2 oligo antag	CYP2C9 act	SMILES
1.1	24	1.1	0.8	12	-3	-3	-0.22	1	CCN(Cc1ccccc1)C(=O)Cn1cnc2c1c(=O)n(C)c(=O)n2C
1	96*	1.4	0	45	-2	78*	-0.11	0.2	Cc1cc(C(=O)CSc2nnc(-c3ccccc3F)o2)c(C)n1Cc1cccs1

# (more compounds)
MT1-MMP txn act	CYP2C19 inh	PLAP activator	CYP2C19 activ	Mac1 fbg inh	CD11b adhes enh	CYP2C9 inhib	Pyk2 oligo antag	CYP2C9 act	SMILES
1	29	1.3	0.7	-28	-5	57*	0.41	0.4	Nc1cccc2c1C(=O)N(C(=O)c1ccc(S(=O)(=O)N3CCCCCC3)cc1)C2=O
1	5	0.9	1	-9	-5	50*	0.44	0.5	CCOC(=O)C1=C(C)NC(=O)C(C#N)C1c1ccncc1 (centres undefined)
1	18	1	0.8	-12	-2	9	-0.42	0.9	O=S(=O)(Cc1ccccc1Cl)Nc1ccccn1
1	20	1.4	0.8	8	2	17	-0.96	0.8	CCCCn1c2c(c(=O)n(C)c1=O)C(c1ccc(OC)cc1)N1CCCCCC1=N2 (centres undefined)
.	-5	0.8	1.1	-4	57	2	-0.6	1	C#CCSc1nc(-c2ccccc2)cc(C(F)(F)F)c1C#N
